Screening results deposited in PubChem by several laboratories.
Keap1-Nrf2 PPI: Keap1-Nrf2 protein-protein interaction inhibitors, primary screen, biochemical, fluorescence polarization, single point; 340,000 tested, 0.15% active; inhibition, % at 9.4 µM; Keap1 Kelch-Nrf2 peptide fluorescence polarization, 1536-well; Kelch-like ECH-associated protein 1 (Homo sapiens), Q14145; in the data active means inhibition above about 12%;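 further: human Keap1 Kelch domain with fluorescein labeled Nrf2 9mer peptide probe; 0% = neutral control wells and 100% = peptide positive control; higher means more block of Keap1 binding to Nrf2 peptide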
OPRM1-OPRD1 ag: agonists of OPRM1-OPRD1 heterodimerization, primary screen, cell-based, luminescence | Mu-type opioid receptor (Homo sapiens) + Delta-type opioid receptor (Homo sapiens), … | cells | activation, % at 9.3 µM | 340,000 tested, 0.3% active | AID 504326, 2011; in the data active means activation above about 18%;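 further: 0% = vehicle-treated cells and 100% = reference agonist; values of inactives mirror those of a sister screen read the other way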
Arr AP2 block: inhibitors of beta-arrestin/AP2 binding, primary screen, biochemical, GPCR trafficking, flow cytometry. beta-arrestin 1 C-terminal peptide binding to AP2 beta2-adaptin appendage (human). FITC-arrestin peptide / GST-AP2 beads; AP2 beta2 appendage carries R879A mutation. inhibition, % at 10 µM. 340,000 tested, 0.31% active. AID 504490, 2011;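 active means inhibition above a set limit, near 3 SD of compounds lacking own fluorescence, cut at about 54% in these data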;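 further: plate controls were DMSO wells for no effect and 5 µM unlabelled arrestin peptide for full effect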
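test system = AP2 appendage R879A on GSH beads | buffer or medium = PBS plus Tween 20 (0.05%) and BSA (0.1%) | incubation = 12 min plus 1 h, RT | detection = bead flow cytometry, FITC channel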
DSG3 Ab inh: inhibitors of pemphigus antibody binding to DSG3, primary screen, biochemical, bead-based, flow cytometry, scFv-GFP. Desmoglein-3 (Homo sapiens), P32926. DSG3-coupled beads, scFv-anti-DSG3-GFP binding; hits give low values. binding (percent of control), % at 10 µM. 310,000 tested, 0.48% active. AID 588358, 2011;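 active means binding more than 3 SD below its plate's average and above zero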;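 further: hits lower antibody fragment binding to DSG3; some compounds called inactive have numbers as strong as hits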
Target sequence (P32926 whole entry, looked up, the tested form may be a part): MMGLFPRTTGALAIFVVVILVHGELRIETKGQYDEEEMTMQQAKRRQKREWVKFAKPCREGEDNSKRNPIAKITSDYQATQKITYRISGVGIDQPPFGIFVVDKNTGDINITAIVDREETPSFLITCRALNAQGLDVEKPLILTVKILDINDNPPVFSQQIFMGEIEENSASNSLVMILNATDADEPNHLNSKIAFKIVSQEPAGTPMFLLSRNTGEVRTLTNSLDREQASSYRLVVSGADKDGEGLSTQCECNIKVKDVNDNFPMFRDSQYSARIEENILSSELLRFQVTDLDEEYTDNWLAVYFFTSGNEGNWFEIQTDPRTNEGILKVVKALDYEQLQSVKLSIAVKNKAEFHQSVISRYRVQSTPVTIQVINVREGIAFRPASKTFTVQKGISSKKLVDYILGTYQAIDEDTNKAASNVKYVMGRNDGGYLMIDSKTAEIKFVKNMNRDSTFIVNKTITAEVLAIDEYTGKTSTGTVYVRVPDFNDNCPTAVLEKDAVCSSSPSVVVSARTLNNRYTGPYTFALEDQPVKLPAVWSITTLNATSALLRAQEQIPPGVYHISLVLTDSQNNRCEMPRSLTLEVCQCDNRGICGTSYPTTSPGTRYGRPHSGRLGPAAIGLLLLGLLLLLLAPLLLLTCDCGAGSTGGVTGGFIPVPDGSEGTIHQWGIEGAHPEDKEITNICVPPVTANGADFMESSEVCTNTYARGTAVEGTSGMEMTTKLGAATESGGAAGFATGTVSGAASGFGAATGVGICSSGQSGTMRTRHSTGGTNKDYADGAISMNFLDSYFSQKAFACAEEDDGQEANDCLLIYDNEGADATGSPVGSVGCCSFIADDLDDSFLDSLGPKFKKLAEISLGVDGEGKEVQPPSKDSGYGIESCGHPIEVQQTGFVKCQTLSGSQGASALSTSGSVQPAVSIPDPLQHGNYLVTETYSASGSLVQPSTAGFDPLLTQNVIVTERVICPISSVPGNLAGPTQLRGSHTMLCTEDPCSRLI
RTF Ca sens inh: cardiac RTF calcium sensitivity inhibitors, primary screen, biochemical, IANBD-TnC fluorescence, EC70 calcium. IANBD-labeled cardiac RTF, Ca2+ fluorescence. inhibition, % at 7.15 µM. 340,000 tested, 0.12% active. AID 493244, 2011;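 active means inhibition above the mean inhibition of all tested compounds plus 3 SD, cut at about 17% in these data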;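 further: assay run at fixed EC70 calcium of 1.6 mM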
RTF Ca sens act: cardiac RTF calcium sensitivity activators, primary screen, biochemical, IANBD-TnC fluorescence, EC20 calcium. activation, % at 7.2 µM. IANBD-labeled TnC RTF fluorescence at EC20 calcium; 0% EC20 calcium, 100% full calcium. 340,000 tested, 0.24% active. AID 493008, 2010;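 active means activation above the mean over all tested compounds plus 3 SD, cut at about 30% in these data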;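 further: rise in fluorescence read as greater calcium sensitivity of cardiac thin filaments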
Wnt act: Wnt/beta-catenin pathway activators, primary screen, cell-based, plate reader, single point; Wnt/beta-catenin reporter cell assay, activator; activation, % at 9.35 µM; 300,000 tested, 1.2% active; AID 743398, 2014; in the data active means activation above about 30%, passing the limit was not always enough;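 further: 0% = neutral control wells and 100% = positive control wells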
V-ATPase pH: regulators of yeast V-ATPase proton pumping, primary screen, pHLuorin cytosolic pH fluorescence; S. cerevisiae; response, % at 10 µM; 350,000 tested, 0.37% active; AID 504577, 2011; in the data active means response mostly above about 7.3%, no sharp cut-off; inactive means mostly below about 5.4%; further: actives read high; inactives centre near 0; some compounds called inactive have numbers as strong as hits; reference of the scale not given here
LANA DNA inh: inhibitors of KSHV C-LANA binding to DNA, primary screen, biochemical, fluorescence polarization, FAM-LBS DNA, MBP-C-LANA, single point | Kaposi's sarcoma herpesvirus LANA C-terminal domain (residues 932-1162) DNA binding | inhibition, % at 9 µM | 340,000 tested, 0.078% active;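 active means highest replicate inhibition at or above 60% at 9 µM, even if other replicates fall short; inactive means all replicates below 60% inhibition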;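 further: 0% = neutral control wells and 100% = 4 µM acridine orange control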
MOR-DOR inv ag: inverse agonists of MOR-DOR heterodimerization, primary screen, cell-based, luminescence. Mu-type opioid receptor (Homo sapiens) + Delta-type opioid receptor (Homo sapiens), …. cell-based MOR-DOR heterodimer luminescence, inverse agonism. inhibition, % at 9.3 µM. 340,000 tested, 0.21% active. AID 504357, 2011; in the data active means inhibition above about 22%, passing the limit was not always enough;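 further: 0% = cells with DMSO and 100% = wells without cells with DMSO; values of inactives mirror those of a sister screen read the other way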
* marks the source's active call; other numbers are inactive results.

For COCCN(Cc1cc2cc(C)cc(C)c2nc1Cl)C(=O)Nc1ccccc1 the results were Keap1-Nrf2 PPI 2, OPRM1-OPRD1 ag 3.5, Arr AP2 block 5, DSG3 Ab inh 125, RTF Ca sens inh -10, RTF Ca sens act -17, Wnt act -4, LANA DNA inh 1.7 and MOR-DOR inv ag -20.
`OCCNc1nc2ccccc2n1-c1ncnc2sc3c(c12)CCC3` gave Keap1-Nrf2 PPI 0, OPRM1-OPRD1 ag -0.5, Arr AP2 block 1, DSG3 Ab inh 106, RTF Ca sens inh -2, RTF Ca sens act 2, V-ATPase pH -1, LANA DNA inh -1.1 and MOR-DOR inv ag 3.
For CSCc1ccc(C(=O)OCc2nc3ccccc3s2)o1 the results were Keap1-Nrf2 PPI -11, OPRM1-OPRD1 ag -1.8, Arr AP2 block 1, DSG3 Ab inh 120, RTF Ca sens inh -7, RTF Ca sens act -2, Wnt act 3, V-ATPase pH -3, LANA DNA inh -5.2 and MOR-DOR inv ag 9.
`COc1ccc(CCNC(=O)Nc2cccc([N+](=O)[O-])c2)cc1OC` gave Keap1-Nrf2 PPI -2, OPRM1-OPRD1 ag -1.0, Arr AP2 block -3, DSG3 Ab inh 95, RTF Ca sens inh 1, RTF Ca sens act 1, Wnt act -2, V-ATPase pH 3, LANA DNA inh 0.1 and MOR-DOR inv ag 5.
`COC(=O)[C@@H](NC(=O)CCc1nnc(-c2ccsc2)o1)C(C)C` gave Keap1-Nrf2 PPI -1, OPRM1-OPRD1 ag -1.9, Arr AP2 block 13, DSG3 Ab inh 82, RTF Ca sens inh 7, RTF Ca sens act -2, Wnt act 7, V-ATPase pH 0, LANA DNA inh 1.1 and MOR-DOR inv ag 10.
COc1ccc(C)cc1NC(=S)NC(C)c1ccc(OC)c(OC)c1 (centres undefined) was read as Keap1-Nrf2 PPI -3, OPRM1-OPRD1 ag -0.2, Arr AP2 block 10, DSG3 Ab inh 104, RTF Ca sens inh 6, RTF Ca sens act 10, Wnt act -3, V-ATPase pH 3, LANA DNA inh 1.8 and MOR-DOR inv ag 1.
Cc1ccc(C)c(S(=O)(=O)N2CCCOC2CNC(=O)C(=O)NCCCn2ccnc2)c1 (centres undefined) was read as Keap1-Nrf2 PPI -3, OPRM1-OPRD1 ag -0.4, Arr AP2 block 9, RTF Ca sens inh -1, RTF Ca sens act 2, Wnt act -5, V-ATPase pH -1, LANA DNA inh 2.2 and MOR-DOR inv ag 2.
`Cc1nnc2sc(SCC(=O)Nc3ccc(Br)cc3)nn2c1=O` gave Keap1-Nrf2 PPI -28, OPRM1-OPRD1 ag -1.3, Arr AP2 block -15, DSG3 Ab inh 114, RTF Ca sens inh -14, RTF Ca sens act 2, Wnt act 8, V-ATPase pH -4, LANA DNA inh 0.4 and MOR-DOR inv ag 6.
`COc1ccc(NC(=O)C(C)Sc2ccccc2)cc1` (centres undefined) gave Keap1-Nrf2 PPI 5, OPRM1-OPRD1 ag -5.9, Arr AP2 block -6, DSG3 Ab inh 109, RTF Ca sens inh -4, RTF Ca sens act 0, V-ATPase pH 0, LANA DNA inh -0.1 and MOR-DOR inv ag 25.
COc1ccccc1OCCNC(=O)Nc1ccc(Br)cc1 was read as Keap1-Nrf2 PPI 3, OPRM1-OPRD1 ag -0.8, Arr AP2 block 15, RTF Ca sens inh -3, RTF Ca sens act -6, Wnt act 0, V-ATPase pH -5, LANA DNA inh -1.1 and MOR-DOR inv ag 4.
`Cc1ccc2nc(C(F)(F)F)c(C#N)c(N)c2c1` gave Keap1-Nrf2 PPI 1, OPRM1-OPRD1 ag -0.1, Arr AP2 block -4, DSG3 Ab inh 98, RTF Ca sens inh -1, RTF Ca sens act 2, Wnt act -1, V-ATPase pH -2, LANA DNA inh 0.8 and MOR-DOR inv ag 0.
Screening CCn1c(CNC(=O)c2cccc(C)c2)nc2ccccc21 returned Keap1-Nrf2 PPI 2, OPRM1-OPRD1 ag -1.1, Arr AP2 block 1, DSG3 Ab inh 104, RTF Ca sens inh -11, RTF Ca sens act 3, Wnt act 2, V-ATPase pH -3, LANA DNA inh -1.0 and MOR-DOR inv ag 6.

Continued (two carried over from the part before).
`Cc1ccc2nc(C(F)(F)F)c(C#N)c(N)c2c1` gave Keap1-Nrf2 PPI 1, OPRM1-OPRD1 ag -0.1, Arr AP2 block -4, DSG3 Ab inh 98, RTF Ca sens inh -1, RTF Ca sens act 2, Wnt act -1, V-ATPase pH -2, LANA DNA inh 0.8 and MOR-DOR inv ag 0.
Screening CCn1c(CNC(=O)c2cccc(C)c2)nc2ccccc21 returned Keap1-Nrf2 PPI 2, OPRM1-OPRD1 ag -1.1, Arr AP2 block 1, DSG3 Ab inh 104, RTF Ca sens inh -11, RTF Ca sens act 3, Wnt act 2, V-ATPase pH -3, LANA DNA inh -1.0 and MOR-DOR inv ag 6.
Screening CCOc1ccc(S(=O)(=O)N/N=C\c2ccc3c(c2)OCO3)cc1 returned Keap1-Nrf2 PPI -4, OPRM1-OPRD1 ag -0.9, Arr AP2 block 38, DSG3 Ab inh 104, RTF Ca sens inh 5, RTF Ca sens act 3, Wnt act -1, V-ATPase pH -8, LANA DNA inh -2.0 and MOR-DOR inv ag 5.
For CC1CCC(NCCNC(=O)c2ccco2)CC1 (centres undefined) the results were Keap1-Nrf2 PPI -3, OPRM1-OPRD1 ag -0.4, Arr AP2 block 26, DSG3 Ab inh 116, RTF Ca sens inh -4, RTF Ca sens act 4, Wnt act -4, V-ATPase pH -2, LANA DNA inh -0.4 and MOR-DOR inv ag 3.
For Cc1nn2c(-c3ccccc3)ccnc2c1-c1ccccc1 the results were Keap1-Nrf2 PPI -7, OPRM1-OPRD1 ag 5.3, Arr AP2 block -5, RTF Ca sens inh 6, RTF Ca sens act -8, Wnt act 40*, V-ATPase pH 2, LANA DNA inh -0.2 and MOR-DOR inv ag -33.
Screening S=c1nccc(-c2ccc(Cl)cc2)[nH]1 returned Arr AP2 block 13, DSG3 Ab inh 99, Wnt act 5 and V-ATPase pH -1.
CCOc1ccc(NS(=O)(=O)c2ccc(OC)c(C)c2)cc1 was read as Keap1-Nrf2 PPI 4, OPRM1-OPRD1 ag -1.2, Arr AP2 block 19, DSG3 Ab inh 97, RTF Ca sens inh -2, RTF Ca sens act -5, V-ATPase pH 5, LANA DNA inh 1.4 and MOR-DOR inv ag 7.
Screening CCC(C(=O)Nc1ccc(S(=O)(=O)Nc2ncccn2)cc1)c1ccccc1 (centres undefined) returned Keap1-Nrf2 PPI -10, OPRM1-OPRD1 ag -3.1, Arr AP2 block 9, DSG3 Ab inh 97, RTF Ca sens inh 4, RTF Ca sens act 4, Wnt act -1, V-ATPase pH -6, LANA DNA inh -2.0 and MOR-DOR inv ag 15.
`Cc1ccc(-n2c(SCC(=O)NCc3ccc4c(c3)OCO4)nnc2-c2cccnc2)c(C)c1` gave Keap1-Nrf2 PPI -6, OPRM1-OPRD1 ag -2.6, Arr AP2 block -4, DSG3 Ab inh 102, RTF Ca sens inh 2, RTF Ca sens act -1, Wnt act -2, V-ATPase pH -1, LANA DNA inh -0.6 and MOR-DOR inv ag 14.
CCOC(=O)COc1c(Br)cc(/C=C2\SC(=O)N(CC(=O)N3CCCC3)C2=O)cc1OC was read as Keap1-Nrf2 PPI 1, OPRM1-OPRD1 ag 0.5, Arr AP2 block 7, DSG3 Ab inh 106, RTF Ca sens inh -7, RTF Ca sens act 6, Wnt act -2, V-ATPase pH -3, LANA DNA inh -0.8 and MOR-DOR inv ag -3.
`COc1ccccc1NC(=O)C1CCN(C(=O)c2ccc(C(C)(C)C)cc2)CC1` gave Keap1-Nrf2 PPI 4, OPRM1-OPRD1 ag 0.7, Arr AP2 block 4, DSG3 Ab inh 108, RTF Ca sens inh -3, RTF Ca sens act -1, Wnt act 3, V-ATPase pH -3, LANA DNA inh -1.3 and MOR-DOR inv ag -4.
Cc1nc(N/N=C/c2ccc(Br)cc2)cc(N2CCOCC2)n1 was read as Keap1-Nrf2 PPI -1, OPRM1-OPRD1 ag 8.0, Arr AP2 block -7, DSG3 Ab inh 108, RTF Ca sens inh -2, RTF Ca sens act 5, Wnt act -3, V-ATPase pH 2, LANA DNA inh 0.1 and MOR-DOR inv ag -41.
CN(c1ccccc1C(=O)Nc1ccc2ccccc2c1)S(C)(=O)=O was read as Arr AP2 block 30, DSG3 Ab inh 100, Wnt act -1 and V-ATPase pH -3.
Screening COc1cc(NS(=O)(=O)c2ccc(NC(=O)/C=C/c3ccc([N+](=O)[O-])cc3)cc2)ncn1 returned Keap1-Nrf2 PPI 1, OPRM1-OPRD1 ag -0.4, Arr AP2 block 6, DSG3 Ab inh 94, RTF Ca sens inh 0, RTF Ca sens act -1, Wnt act 1, V-ATPase pH 3, LANA DNA inh 2.3 and MOR-DOR inv ag 2.
Screening NC(=S)Nc1cccc(-c2n[nH]c(=S)o2)c1 returned Keap1-Nrf2 PPI 4, OPRM1-OPRD1 ag -3.5, Arr AP2 block -6, DSG3 Ab inh 109, RTF Ca sens inh -17, RTF Ca sens act 0, Wnt act -1, V-ATPase pH 6, LANA DNA inh 2.7 and MOR-DOR inv ag 18.
Screening CCCN(CC(=O)Nc1ccccc1C)C(=O)C1CCN(S(=O)(=O)c2cccc(C(F)(F)F)c2)CC1 returned Keap1-Nrf2 PPI -2, OPRM1-OPRD1 ag -3.5, Arr AP2 block 0, DSG3 Ab inh 104, RTF Ca sens inh 3, RTF Ca sens act -13, Wnt act 0, V-ATPase pH -5, LANA DNA inh -0.7 and MOR-DOR inv ag 18.
`COCc1c(C(=O)N/N=C/c2cccc3ccccc23)nnn1-c1nonc1N` gave Keap1-Nrf2 PPI -7, OPRM1-OPRD1 ag 27*, Arr AP2 block 23, DSG3 Ab inh 95, RTF Ca sens inh -1, RTF Ca sens act 2, Wnt act -1, V-ATPase pH 0, LANA DNA inh 1.6 and MOR-DOR inv ag -137.
`COCc1ccc(-c2c(-c3cc(OC)cc(OC)c3)oc(=O)c3cc(OC)c(OC)cc23)cc1` gave Keap1-Nrf2 PPI -3, OPRM1-OPRD1 ag 0.3, Arr AP2 block 4, DSG3 Ab inh 111, RTF Ca sens inh 4, RTF Ca sens act 5, Wnt act -3, V-ATPase pH 1, LANA DNA inh -0.7 and MOR-DOR inv ag -2.
Cc1cc(C(F)(F)F)n2nc(-c3cccs3)cc2n1 was read as Keap1-Nrf2 PPI -7, OPRM1-OPRD1 ag -1.9, Arr AP2 block -22, DSG3 Ab inh 114, RTF Ca sens inh 1, RTF Ca sens act 0, Wnt act 7, V-ATPase pH 2, LANA DNA inh 0.7 and MOR-DOR inv ag 10.
